Bioassay records deposited in PubChem BioAssay by several laboratories.
MEKK2 mut-MEK5 = MEK5 binding signal on mutant MEKK2 PB1, primary screen, biochemical, multiplex bead flow cytometry, Alexa488-MEK5; AID 1530, 2009; Alexa488-MEK5 binding to MEKK2 mutant; percent response, % at 10 µM; 0.35% of 290,000 active; in the data active means percent response above about 24%, passing the limit was not always enough; further: inactives centre near 1; some results filed as inactive read as strong as hits; reference of the scale not given here
CRFBP-R2 agonist = agonists of CRF-BP/CRF-R2 complex, primary screen, cell-based, HEK293, calcium dye fluorescence, uHTS; AID 588473, 2011; calcium dye fluorescence (FLIPR); percent of saturating CRF peptide response; 0.46% of 350,000 active; activation, % at 13.2 µM; CRF-binding protein / CRF receptor 2 complex (human);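 active means activation of at least 50%, plus an integration ratio under a set limit after plate pattern correction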;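 further: plate controls were neutral control wells without compound for no effect and CRF at EC100 for full effect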
GalR3 antag = GalR3 antagonists in HEK293 cells, primary screen, cell-based, fluorescence readout; 0.44% of 360,000 active; inhibition, % at 3 µM; Galanin receptor type 3 (Homo sapiens), O60755; HEK293 GalR3-CNG cAMP membrane potential fluorescence; galR3 body fused to GalR1 C-terminus; AID 651719, 2012;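 active means inhibition above the screen-wide average plus 3 SD, cut at about 13% in these data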;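 further: forskolin and galanin both at EC90 stimulate the cells; cAMP rise reported by CNG channel membrane potential dye signal; 0% = forskolin plus galanin with DMSO and 100% = forskolin alone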
Target sequence (O60755 1-299 limits assumed): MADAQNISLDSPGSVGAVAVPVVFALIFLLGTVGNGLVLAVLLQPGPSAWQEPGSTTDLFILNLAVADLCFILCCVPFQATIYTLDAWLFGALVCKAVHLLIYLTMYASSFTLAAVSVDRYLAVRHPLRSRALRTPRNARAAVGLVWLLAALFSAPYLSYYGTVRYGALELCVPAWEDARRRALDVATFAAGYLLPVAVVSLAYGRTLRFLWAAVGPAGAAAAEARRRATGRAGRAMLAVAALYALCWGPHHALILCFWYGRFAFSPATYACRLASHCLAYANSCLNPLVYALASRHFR
MEKK3 PB1 HTS = modulators of MEKK3-MEK5 PB1 binding, primary screen, biochemical, wildtype MEKK3, multiplex bead flow cytometry, Alexa488-MEK5 | 1.4% of 290,000 active | binding response (% of control), % at 10 µM | Mitogen-activated protein kinase kinase kinase 3 (Homo sapiens), Q99759 | bead-based flow cytometry, Alexa488-MEK5 binding to MEKK3; actives lie on both sides; 0 = blocked by unlabeled MEK5, 100 = vehicle;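 active means binding response more than 3 SD above or below the average of its plate-row segment, actives on both sides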;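 further: Alexa488 bead fluorescence after subtracting the streptavidin-only scavenger bead signal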
Target sequence (Q99759 whole entry, looked up): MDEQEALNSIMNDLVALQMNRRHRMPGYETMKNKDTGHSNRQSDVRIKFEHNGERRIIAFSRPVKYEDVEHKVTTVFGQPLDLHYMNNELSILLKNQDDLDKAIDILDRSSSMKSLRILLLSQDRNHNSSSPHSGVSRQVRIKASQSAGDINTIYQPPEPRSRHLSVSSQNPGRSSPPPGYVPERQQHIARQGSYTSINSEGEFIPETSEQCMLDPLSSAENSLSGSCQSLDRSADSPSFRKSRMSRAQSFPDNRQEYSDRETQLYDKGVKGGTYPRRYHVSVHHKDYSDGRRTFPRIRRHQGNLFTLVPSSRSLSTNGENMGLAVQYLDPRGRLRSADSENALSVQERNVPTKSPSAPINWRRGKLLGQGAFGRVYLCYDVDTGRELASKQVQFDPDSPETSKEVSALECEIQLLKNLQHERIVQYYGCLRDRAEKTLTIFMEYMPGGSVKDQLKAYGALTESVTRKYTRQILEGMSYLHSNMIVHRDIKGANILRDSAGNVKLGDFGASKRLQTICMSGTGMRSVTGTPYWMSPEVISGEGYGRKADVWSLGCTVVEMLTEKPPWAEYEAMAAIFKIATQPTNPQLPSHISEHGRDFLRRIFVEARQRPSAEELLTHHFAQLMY
CRFBP-R2 block = antagonists of CRF-BP/CRF-R2 complex, primary screen, cell-based, HEK293, calcium dye fluorescence, uHTS; CRF-induced calcium fluorescence; inhibition, % at 11.8 µM; 0.59% of 350,000 active; AID 588475, 2011;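 active means inhibition of the ligand-induced calcium signal above about 50% at the single tested concentration, limit read from the data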
SUMO HTRF inh = inhibitors of in vitro SUMOylation cascade, primary screen, biochemical, HTRF, uHTS | AID 2006, 2009 | inhibition, % at 35 µM | 0.36% of 290,000 active | HTRF SUMOylation assay, SAE1/SAE2 + UBC9 | SUMO-conjugating enzyme UBC9 (Homo sapiens), P63279; in the data active means inhibition above about 50%, passing the limit was not always enough; further: strong numbers were not always called active
Target sequence (P63279 whole entry, looked up): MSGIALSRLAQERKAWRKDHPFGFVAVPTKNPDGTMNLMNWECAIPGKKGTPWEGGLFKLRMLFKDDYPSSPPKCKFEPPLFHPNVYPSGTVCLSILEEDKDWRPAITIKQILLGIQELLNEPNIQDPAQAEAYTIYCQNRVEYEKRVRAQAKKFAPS
HCV NS3 hel inh = inhibitors of HCV NS3 helicase, primary screen, biochemical, Cy5 molecular beacon fluorescence. Hepatitis C virus NS3 helicase. NS3 helicase DNA unwinding. inhibition, % at 10.9 µM. 0.56% of 290,000 active. AID 1800, 2009;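 active means inhibition above the mean of all tested compounds plus 3 SD, set per campaign, cut at about 35% in these data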;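 further: 0% = DMSO wells and 100% = thioflavine S control wells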
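Test system: hepatitis C virus NS3 helicase domain fragment enzyme. Also added: annealed dual-labelled DNA beacon duplex, ATP-started. Timing: 60 min unwinding reaction at 25 °C after ATP addition. Technique: Cy5 fluorescence. Measure: % inhibition of unwinding.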
MEKK2 WT-MEK5 = modulators of MEK5 binding to wildtype MEKK2, primary screen, biochemical, multiplex bead flow cytometry, Alexa488-MEK5; Mitogen-activated protein kinase kinase kinase 2 (Homo sapiens), Q9Y2U5; Alexa488-MEK5 binding to MEKK2 WT; actives lie on both sides; binding response (% of control), % at 10 µM; 1.1% of 290,000 active; AID 1531, 2009; in the data active means binding response below about 67% or above about 130%
FID counter = compounds displacing fluorescent DNA intercalator, primary screen, artefact control for HCV NS3 helicase inhibitor project, biochemical, FID fluorescence | 0.17% of 290,000 active | DNA fluorescent intercalator displacement | inhibition, % at 7.9 µM; in the data active means inhibition above about 37%;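 further: 0% = vehicle and 100% = reference compound; higher means more ethidium bromide displaced from hairpin DNA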
Active calls of the source: *; / = no result given. Only part of the results is shown. The share of hits here may be higher or lower than overall.

SMILES	MEKK2 mut-MEK5	CRFBP-R2 agonist	GalR3 antag	MEKK3 PB1 HTS	CRFBP-R2 block	SUMO HTRF inh	HCV NS3 hel inh	MEKK2 WT-MEK5	FID counter
CCc1ccccc1NC(=O)c1cc(S(=O)(=O)N(C)C)ccc1N1CCCC1	5.0	-0.7	-1.6	94.0	12.8	3.7	-1.3	95.0	-27.2
CC(=O)Nc1ccc(NC(=O)CN2C(=O)COc3ccc(S(=O)(=O)N4CCOCC4)cc32)cc1	1.0	0.6	-0.7	99.0	11.1	-9.6	-8.8	102.0	-3.6
COc1ccc(N2C(=O)C3C4C=CC(c5ccccc5)(C3C2=O)C2C(=O)N(c3ccc(OC)cc3)C(=O)C42)cc1 (centres undefined)	-2.0	-1.1	-2.7	98.0	-1.4	-11.7	-5.6	98.0	-10.8
O=C(CCC(=O)N(CC(=O)NC1CCCC1)Cc1ccc2c(c1)OCO2)Nc1ccccn1	2.0	-0.4	0.9	109.0	15.1	-19.0	8.5	112.0	-23.0
Cc1cc(=O)oc2c(CN3CCCC3)c(O)c(Cl)cc12	8.0	0.2	9.2	103.0	-3.8	29.2	3.4	104.0	-5.4
Cc1nc2cc(-c3ccccc3)ccc2o1	4.0	-1.8	-2.9	109.0	12.8	-4.9	5.1	106.0	1.9
Cc1ccc(C(=O)CSC2=C(C#N)C(c3ccco3)C3=C(CCCC3=O)N2)cc1 (centres undefined)	-7.0	-1.1	0.0	90.0	1.8	19.7	22.5	81.0	-7.6
CC1CCCN(S(=O)(=O)c2cccc3nonc23)C1 (centres undefined)	-1.0	0.0	1.4	100.0	1.4	5.8	-2.4	98.0	-1.8
O=C1COc2ccc(C(=O)COC(=O)CNC(=O)C3CCCCC3)cc2N1	-12.0	-1.4	0.0	92.0	-13.3	-2.0	3.4	83.0	-0.8
O=C(NC1CC1)c1ccc2c(c1)ncn2C1CCCC1	0.0	-0.8	-8.8	102.0	-3.7	-1.3	1.4	98.0	-2.5
CCOC(=O)c1c(S(=O)(=O)NCCc2ccc(OC)c(OC)c2)c(C)n(C)c1C	-7.0	-0.8	-1.6	98.0	8.1	4.4	39.1*	103.0	-20.6
CCC(C)(C)n1nnnc1C(c1ccccn1)N1CCN(c2cccc(OC)c2)CC1 (centres undefined)	7.0	0.1	-4.3	100.0	12.3	-32.2	-8.0	96.0	-29.6

Ordered by molar mass (ascending): part of the list above.
SMILES	MEKK2 mut-MEK5	CRFBP-R2 agonist	GalR3 antag	MEKK3 PB1 HTS	CRFBP-R2 block	SUMO HTRF inh	HCV NS3 hel inh	MEKK2 WT-MEK5	FID counter
O=C(NC1CC1)c1ccc2c(c1)ncn2C1CCCC1	0.0	-0.8	-8.8	102.0	-3.7	-1.3	1.4	98.0	-2.5
CCc1ccccc1NC(=O)c1cc(S(=O)(=O)N(C)C)ccc1N1CCCC1	5.0	-0.7	-1.6	94.0	12.8	3.7	-1.3	95.0	-27.2
Cc1ccc(C(=O)CSC2=C(C#N)C(c3ccco3)C3=C(CCCC3=O)N2)cc1 (centres undefined)	-7.0	-1.1	0.0	90.0	1.8	19.7	22.5	81.0	-7.6
COc1ccc(N2C(=O)C3C4C=CC(c5ccccc5)(C3C2=O)C2C(=O)N(c3ccc(OC)cc3)C(=O)C42)cc1 (centres undefined)	-2.0	-1.1	-2.7	98.0	-1.4	-11.7	-5.6	98.0	-10.8

(listing goes on)
SMILES	MEKK2 mut-MEK5	CRFBP-R2 agonist	GalR3 antag	MEKK3 PB1 HTS	CRFBP-R2 block	SUMO HTRF inh	HCV NS3 hel inh	MEKK2 WT-MEK5	FID counter
CN1CCc2c(sc(N)c2C(=O)O)C1	1.0	0.7	-0.2	103.0	-0.2	10.7	-7.1	110.0	7.1
O=C(Nc1ccc(N2CCOCC2)nc1)c1ccc(C(F)(F)F)cc1	-43.0	1.9	4.5	97.0	-1.3	16.7	10.0	102.0	-11.8
COCC1CCN(C(=O)c2cc(COc3cccc4cnccc34)on2)CC1	3.0	-0.4	-8.0	103.0	-7.1	19.2	0.1	108.0	-38.7
CN(C)C(=O)CSc1nc2ccccc2n1CC(=O)N1CCN(c2ccccc2)CC1	-5.0	-1.1	3.5	98.0	19.1	-15.4	0.1	92.0	-22.3
Cc1ccc(CN2CC(C(=O)Nc3cc(S(C)(=O)=O)ccc3Cl)CC2=O)cc1 (centres undefined)	0.0	0.5	-3.8	103.0	0.4	24.0	15.2	105.0	-11.1
COc1ccc(OCCCn2cccc2/C=C2/C(=N)N3OC(C)=CC3=NC2=O)cc1	-6.0	4.4	6.2	101.0	-16.9	-6.1	3.0	94.0	-16.6
Cc1ccc(NC(=O)CSc2nnc3n2CCCCC3)cc1	10.0	1.6	0.3	104.0	-19.1	-11.8	3.4	115.0	-0.5
CN(C)S(=O)(=O)c1cccc(C(=O)Nc2ccc(S(=O)(=O)N3CCCC3)cc2)c1	-4.0	-1.3	3.0	97.0	17.3	2.0	-12.5	98.0	-12.2
Cc1ccnc(NC(=O)c2ccc3c(c2)C(=O)N(CC2CCCO2)C3=O)c1 (centres undefined)	2.0	-2.6	6.0	102.0	5.8	-4.8	3.6	102.0	-13.6
Nc1cc(=O)[nH]c(SCC(=O)Nc2cccc([N+](=O)[O-])c2)n1	5.0	-0.5	-5.4	107.0	-0.6	21.4	11.8	111.0	0.7
CC(C)Oc1ccc(Cc2c(O)nc(NCCCN(C)C)[nH]c2=O)cc1	2.0	-2.4	-2.3	105.0	30.8	6.3	4.6	101.0	1.5
CCOC(=O)C1CC(=O)c2cc(OC)c(OC)cc2C1 (centres undefined)	11.0	-0.6	-6.6	112.0	4.0	52.2	-3.8	101.0	-3.0
COc1cc(/C(C)=N/N2CCOCC2)cc(OC)c1OC	-12.0	-1.5	-4.3	98.0	3.0	27.0	-1.6	88.0	-6.3
O=C(Nc1ccccc1)N(c1ccccc1)C1C=CS(=O)(=O)C1 (centres undefined)	1.0	-0.3	0.4	107.0	-1.0	-5.5	11.0	108.0	-0.3
CC(C)(C)NC(=O)C(c1ccc(F)cc1)N(C(=O)CCC(=O)Nc1ccccn1)C1CCCC1 (centres undefined)	1.0	0.4	-7.4	98.0	15.5	7.6	1.1	97.0	-39.7
N#C/C(=C\c1cccc([N+](=O)[O-])c1)c1nnc2n1CCCCC2	-2.0	-1.2	5.9	104.0	-0.7	19.3	2.7	103.0	-1.8
O=C1CCN(Cc2ccccc2)C(=O)N1c1ccccc1	-7.0	-0.3	0.9	93.0	-0.3	11.7	-14.9	96.0	-0.1
O=C(O)C(C(=O)/C=C/c1ccco1)=C1SCCS1	11.0	2.3	-4.2	106.0	15.1	21.3	31.3	107.0	-16.9
CCOC(=O)c1cc(NC(=O)c2ccccc2)c(=O)oc1-c1ccccc1	-6.0	3.6	-5.5	91.0	-8.5	2.5	-2.7	89.0	-9.2
COc1ccc(S(=O)(=O)N2CCN(C(=O)c3ccco3)CC2)cc1C(C)(C)C	7.0	-0.3	-8.5	105.0	-2.3	-4.4	3.3	106.0	-31.5
CC(NC(=S)Nc1ccccc1)C1COc2ccccc2O1 (centres undefined)	-1.0	4.7	-6.5	97.0	9.5	2.5	-1.4	96.0	-4.7
Cc1ccc(C)c(CN2CCC(CNC(=O)Nc3ccc(C)c(F)c3)CC2)c1	29.0*	5.9	-10.8	113.0	-9.0	-16.9	-61.0	150.0*	17.8
COc1ccccc1NC(=O)COC(=O)C1CC2C=CC1C2 (centres undefined)	0.0	1.2	-2.1	106.0	-7.6	0.3	-7.5	104.0	4.6
COc1cc(NC(=O)C2CC2)c(OC)cc1NC(=O)CCC(=O)NC1CCN(Cc2ccccc2)CC1	-2.0	-2.3	-5.9	103.0	-35.8	0.2	-0.3	99.0	0.8
COCCCC1CCN(C(=O)C2CCC(=O)N(C3CCCCCC3)C2)CC1 (centres undefined)	4.0	2.6	4.0	105.0	17.1	5.7	3.7	104.0	-43.1
COC(=O)C1=C(C)N(Cc2ccccc2)C(=O)N[C@H]1c1cccc(C(F)(F)F)c1	2.0	-1.7	-7.3	94.0	-3.9	-4.2	/	91.0	/
COc1ccc(OC)c(C(c2nnnn2C2CCCC2)N2CCc3ccccc3C2)c1 (centres undefined)	/	-0.7	-2.1	/	-2.6	9.8	-14.0	/	-29.9
CCc1cc2c(=O)nc3n(c2s1)Cc1ccccc1/C3=C(/O)c1ccc(F)cc1	/	/	7.6	/	/	46.2	17.4	/	-6.5
CC(=O)n1cc([C@H]2C=C(C(=O)O)O[C@@H](OCCCCO)C2)c2ccccc21	14.0	-1.0	4.4	93.0	-2.6	13.8	5.5	111.0	-11.3
CC(C)c1nc(SCC(=O)c2ccc(F)cc2)c2ccccc2n1	-8.0	11.1	-1.9	93.0	-10.9	-6.7	-17.5	85.0	-10.8
Cc1nc(SCC(=O)c2ccc(F)c(F)c2)[nH]c(=O)c1Oc1ccc(F)cc1	0.0	0.8	-1.3	98.0	9.7	5.1	34.9	96.0	-36.5
Cc1ccc(NNC(=O)c2snnc2C)cc1Cl	-4.0	-1.6	-3.1	95.0	13.6	-7.1	21.8	95.0	-0.3
O=C(c1ccc(CS(=O)Cc2ccccc2Cl)o1)N1CCN(c2ccccn2)CC1 (centres undefined)	0.0	-1.0	-2.2	97.0	-10.2	-5.9	0.6	102.0	-45.4
COc1ccc(-c2cc(-c3cccs3)c(C#N)c(SCC(=O)NCc3ccco3)n2)cc1	2.0	0.3	/	102.0	-14.4	32.1	14.1	103.0	-20.0
COc1ccc(-c2csc(N3CCN(c4cc5c(cc4Cl)nc(-c4ccncc4)n5CCOCCO)CC3)n2)cc1	-9.0	-0.7	-6.3	98.0	-0.5	30.0	13.2	97.0	-14.6
O=c1[nH]c(CSc2cccc[n+]2[O-])nc2ccccc12	-1.0	3.7	-6.1	96.0	-2.8	22.3	0.3	100.0	-7.2
Cc1csc(N2CCCC2c2nc3cc(Cl)c(N4CCCCC4)cc3n2CCOCCO)n1 (centres undefined)	0.0	0.0	-4.9	99.0	-6.0	/	/	102.0	/
COC(=O)c1cc(S(=O)(=O)Nc2nn(C)c3ccccc23)oc1C	4.0	0.4	-3.8	100.0	-1.3	2.4	-4.5	98.0	-7.7
COc1ccc(-n2c(=O)c3c4c(sc3n(CC(=O)NCc3ccco3)c2=O)CCC4)c(OC)c1	2.0	-0.7	/	104.0	-2.0	-14.0	10.2	100.0	-6.1
CS(=O)(=O)c1nc(S(=O)(=O)c2ccc(Cl)cc2)c(N2CCC(C(N)=O)CC2)s1	1.0	1.1	-1.2	103.0	-22.7	11.0	6.3	103.0	-10.4
CCn1nc(NC(=O)C2CCCO2)c2cc3cc(C)ccc3nc21 (centres undefined)	-13.0	2.0	-3.0	86.0	-1.0	17.4	-0.7	80.0	-16.0
CC1CN(Cc2nc3c(c(=O)n(C)c(=O)n3C)n2CCCc2ccccc2)CC(C)O1 (centres undefined)	-8.0	0.6	-0.2	94.0	7.6	/	12.2	92.0	-14.4
Nc1nc(CSc2nc3ccccc3s2)nc(Nc2ccccc2)n1	2.0	/	/	111.0	/	-13.7	-55.6	105.0	-14.1
